Assay outcomes deposited in PubChem BioAssay by National Center for Advancing Translational Sciences (NCATS).
KinaseGlo FLuc = Kinase-Glo luciferase inhibition (counter-screen) | Potency, µM (top dose mostly 38.3 µM), without a hit: top-dose activity change, negative = inhibition, usual class: inhibitors | Kinase-Glo luciferase, ATP luminescence, 8 min | 200,000 tested, 0.28% active | Q27757; also: % is scaled to controls: 0 for no effect and ±100 for the full control effect; nearly all actives have a fitted effect of over 60% in size
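Compounds were added to a substrate mix at pH 7.2 (50 mM imidazole, 10 uM ATP, within the enzyme's linear range), followed by Kinase-Glo detection reagent; luminescence was measured after 8 minutes at ambient temperature.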
SMN2 splice up = enhancers of SMN2 splice variant expression | Potency, µM (series often up to 46.1 µM), inactives show at the highest dose activity change, positive = activation, hits mostly activators | 210,000 tested, 2.8% active | HEK293 SMN2-luciferase splicing reporter, luminescence, 30-36 h; also: % of control where 0% means no effect; nearly all actives have a fitted effect of over 55% in size
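HEK293 cells carry an SMN2 […]–luciferase reporter in which exon 7 inclusion puts luciferase in frame. Cells were plated 10-12 h before compound addition, then incubated 30-36 h at 37C. ONE-Glo luminescence was read; sodium butyrate at 4.5 mM final served as control.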
RECQ1 inh = blocks DNA unwinding by human RECQ1 | Potency, µM (top dose mostly 57.3 µM), for inactives: top-dose activity, negative = inhibition, actives largely listed as inhibitors | 240,000 tested, 0.54% active | RECQ1 DNA unwinding, red fluorescence kinetic read | P46063;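 also: plate controls were vehicle for no effect and no enzyme for full effect; nearly all actives have a fitted effect of over 30% in size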
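50 nM RECQ1T1 preincubated 15 min with compound in Tris pH 8.0 buffer with MgCl2, DTT, Tween-20 and 2.5 ug/ml poly(dI-dC); started with 200 nM TAMRA/BHQ-2 forked duplex and 2 mM ATP. Unwinding read as fluorescence (525/598 nm), two reads 2 h apart.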
ALDH1A1 inh = ALDH1A1 (human) enzyme inhibition; P00352; Purified ALDH1A1, NADH fluorescence, propionaldehyde substrate; Potency, µM (series often up to 75.3 µM), for the others: at the top dose activity, negative = inhibition, actives largely listed as inhibitors; 220,000 tested, 7.3% active; AID 1030; active = well fitted inhibition curve with a large enough effect, not every such curve was filed as active; inconclusive = small, poorly fitted or top-dose-only effect, or another doubt; inactive = no such curve, though single readings can be large or run the other way;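 also: plate controls were no enzyme wells and a reference inhibitor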
Tau ThT inhib = tau fibrillization inhibition (ThT binding); P10636; recombinant tau K18 P301L (four-repeat tau fragment), heparin-induced fibrillization, ThT fluorescence; Potency, µM (highest dose often 57.4 µM), for the others: at the top dose activity, negative = inhibition, actives largely listed as inhibitors; 270,000 tested, 2.1% active; AID 1460; also: % is scaled to controls: 0 for no effect and ±100 for the full control effect; nearly all actives have a fitted effect of over 55% in size
Target sequence (P10636 561-689 P618L limits assumed): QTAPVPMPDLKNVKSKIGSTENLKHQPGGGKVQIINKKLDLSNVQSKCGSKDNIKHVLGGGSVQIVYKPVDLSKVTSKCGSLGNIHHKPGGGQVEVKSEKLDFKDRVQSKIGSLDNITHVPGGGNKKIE
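Aggregation was driven by heparin (20 uM final) acting on recombinant tau […] bearing P301L in 100 mM sodium acetate pH 7; fibrils were detected with Thioflavin T.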
Lamin A splicing = modulators of lamin A splicing; HeLa LMNA splicing GFP/RFP minigene ratio, 48 h; Potency, µM (series often up to 46.1 µM), for the others: top-dose ratio change, negative = inhibition, actives largely listed as inhibitors; 200,000 tested, 0.01% active; AID 1487; active = well fitted inhibition curve with a large enough effect in the signal ratio, with a control signal flat, not every such curve was filed as active; inconclusive = small, poorly fitted or top-dose-only effect, or effect the other way, or a change in a side signal; the % refers to the signal ratio; also: % is scaled to controls: 0 for no effect and ±100 for the full control effect
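S3 HeLa stable clones carrying a lamin A-EGFP splicing minigene plus DsRed2 were seeded at 600 cells/well in Opti-MEM with 2% FBS, pin-dosed and incubated 48 h at 37°C. Acumen cytometry (488 nm) gave the GFP/RFP total-intensity ratio.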
L3MBTL1 inh = inhibitors of human L3MBTL1; AlphaScreen L3MBTL1–H3K9me1 peptide binding; Potency, µM (top dose mostly 57.1 µM), without a hit: top-dose activity, negative = inhibition, actives largely listed as inhibitors; 230,000 tested, 0.66% active; AID 485360; also: % is scaled to controls: 0 for no effect and ±100 for the full control effect; nearly all actives have a fitted effect of over 60% in size
Target sequence (Q9Y468 whole entry, looked up): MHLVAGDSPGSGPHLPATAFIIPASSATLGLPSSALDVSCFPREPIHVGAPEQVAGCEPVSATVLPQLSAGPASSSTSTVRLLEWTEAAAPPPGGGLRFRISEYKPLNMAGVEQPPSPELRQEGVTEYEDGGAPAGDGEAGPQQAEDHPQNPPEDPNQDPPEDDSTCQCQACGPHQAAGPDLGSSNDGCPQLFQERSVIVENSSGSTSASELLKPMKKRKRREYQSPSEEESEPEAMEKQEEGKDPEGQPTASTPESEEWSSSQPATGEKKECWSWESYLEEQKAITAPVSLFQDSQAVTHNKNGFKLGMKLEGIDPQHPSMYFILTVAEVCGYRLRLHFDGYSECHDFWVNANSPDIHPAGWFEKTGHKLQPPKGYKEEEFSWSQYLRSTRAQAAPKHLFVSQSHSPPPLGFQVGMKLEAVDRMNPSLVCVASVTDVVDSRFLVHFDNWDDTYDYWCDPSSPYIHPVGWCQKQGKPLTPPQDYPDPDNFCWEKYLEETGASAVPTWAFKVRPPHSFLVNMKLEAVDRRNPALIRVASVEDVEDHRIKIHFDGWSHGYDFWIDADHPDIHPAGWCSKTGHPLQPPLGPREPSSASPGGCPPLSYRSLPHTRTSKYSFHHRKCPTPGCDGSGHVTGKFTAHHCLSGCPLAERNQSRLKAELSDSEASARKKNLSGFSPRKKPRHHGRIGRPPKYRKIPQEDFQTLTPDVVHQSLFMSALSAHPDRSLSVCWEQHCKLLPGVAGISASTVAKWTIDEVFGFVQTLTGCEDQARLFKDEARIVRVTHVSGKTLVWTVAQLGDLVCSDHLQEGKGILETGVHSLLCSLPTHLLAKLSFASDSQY
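L3MBTL1 50 nM + b-AHA-H3(1-15)K9me1 75 nM, 30 min RT; compound added, 30 min RT; streptavidin donor/Ni-chelate acceptor beads 10 ug/mL each final, 30 min RT dark; AlphaScreen read.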
JMJD2E inh = blocks human JMJD2E demethylase activity | JMJD2E catalytic domain, FDH-coupled NADH fluorescence (FDH is formaldehyde dehydrogenase) | Potency, µM (doses to about 57.1 µM), inactives show at the top dose activity change, negative = inhibition, hits mostly inhibitors | 230,000 tested, 1.6% active | AID 2147; active = well fitted inhibition curve with a large enough effect, not every such curve was filed as active; inconclusive = small, poorly fitted or top-dose-only effect, or another doubt; inactive = no such curve, though single readings can be large or run the other way;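 also: 0% = wells with enzyme and -100% = buffer wells without enzyme; nearly all actives have a fitted effect of over 50% in size; many of its hits are not listed in these tables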
An asterisk follows results filed as active; i = inactive; ? = inconclusive; nt = not tested or not shown; [ ] = dose if it differs, or a comment. Unless noted, calls follow the shape of the dose curve; as a rule, active = well fitted curve in the direction sought with a large enough effect; inconclusive = small, poorly fitted or top-dose-only effect, or another doubt; inactive = no such curve, though single readings can be large; an effect the other way counts as inactive or inconclusive. Potency is read from the fitted curve at half-maximal effect. Not all compounds are listed, so the mix of outcomes need not match the whole.

1. Cc1ccc(C(=O)Cn2cnc3ccccc3c2=O)cc1
2. COc1ccccc1Cc1nc(-c2ccc(C)cc2)no1
3. O=C(O)c1cccc(NC(=S)N/N=C/c2c[nH]c3ccccc23)c1
4. CC1CC(NC(=O)/C=C/C(=O)O)CC(C)(C)C1 (stereo unspecified)
5. O=C(c1ccccc1)c1ccc(O)cc1O
6. Cc1cccc(C(=O)NNC2=C(C(=O)C(F)(F)F)CCC2)c1O
7. CCCCCC(=O)N/N=C/c1cccs1
8. CCOC(=O)c1ccc(CSc2nnc(-c3ccncc3)n2N)cc1
assay / entry	1	2	3	4	5	6	7	8
KinaseGlo FLuc	-0.8%	-0.7%	3.7%	nt	nt	2.1%	2.3%	8.0%
SMN2 splice up	11.2µM*	-16.6%	16.9%	nt	nt	-96.6%[inhibitor]	9.0%	9.6%
RECQ1 inh	-2.4%	-3.7%	1.1%	-4.1%	-27.7%	-6.8%	-14.8%	-1.2%
ALDH1A1 inh	-0.7%	-2.9%	?	nt	3.3%	-10.7%	8.0%	-3.5%
Tau ThT inhib	4.5%	1.2%	?	-8.5%	8.6%	?	3.7%	-4.7%
Lamin A splicing	-16.3%	?	-12.8%[46 µM]	nt	nt	?	-4.4%[0.0737 µM]	14.9%
L3MBTL1 inh	1.7%	-2.4%[11.4 µM]	-14.5%	2.7%	nt	nt	12.2%	nt
JMJD2E inh	-1.3%	11.7%	?	8.1%	4.9%	-25.5%	-7.7%	11.9%

9. O=C(O)c1ccc(N/C(=N\S(=O)(=O)c2ccc(Cl)cc2)c2ccccc2)cc1
10. Cn1c(=O)n(CCc2ccccc2)c(=O)c2c1nc1n2CCCN1CCc1ccccc1
11. O=C1OCc2ccc(NC(=O)C3CC3)cc21
12. Cc1cccc(CSc2ccc3nnc(-c4ccccn4)n3n2)c1
13. CN(C)NC(=S)Nc1cccc(Cl)c1
14. NC(=O)c1cc(NC(=O)c2cc(Br)c(Br)s2)cc(C(N)=O)c1
15. CC(C)=CCC/C(C)=C/Cc1c(O)ccc(C(=O)/C=C/c2ccc(O)cc2)c1O
16. COc1cc2c(cc1OC)CN(C(=O)c1ccc3nc[nH]c3c1)CC2
assay / entry	9	10	11	12	13	14	15	16
KinaseGlo FLuc	nt	4.6%	-2.0%	0.7%	nt	-1.3%	0.7%	0.2%
SMN2 splice up	nt	2.7%	nt	-25.0%	nt	15.6%	-26.3%	-6.1%
RECQ1 inh	-5.5%	0.6%	-0.2%	0.8%	i	-16.3%	-9.5%	-5.0%
ALDH1A1 inh	nt	11.2µM*	2.8%	?	6.3%	?	-2.1%	-5.6%
Tau ThT inhib	-7.9%	?	-2.5%	-2.2%	-3.6%	3.5%	20µM*	-1.6%
Lamin A splicing	nt	?	nt	?	nt	?	?	nt
L3MBTL1 inh	1.5%	nt	17.0%	?	-0.6%	?	-2.4%	6.6%
JMJD2E inh	1.4%	-2.1%	5.9%	4.7%	11.1%	?	-2.9%	0.0%

17. COc1ccc(/C=N/n2c(SC)nnc2-c2ccccc2)c(OC)c1OC
18. CCOc1cc(/C=C2/C(=O)N(c3ccccc3)N=C2C)ccc1OC(=O)c1cccs1
19. CCC(c1nnnn1C1CCCC1)N(Cc1cccs1)Cc1cc2cccc(C)c2[nH]c1=O (stereo unspecified)
20. CCOC(=O)c1cncc(NC(=O)c2ccccc2)c1
21. CCCCCCSc1nc(O)c(C2OC(=O)c3c2ccc(OC)c3OC)c(=O)n1CC (stereo unspecified)
22. O=C(CCCn1c(SCC(=O)c2ccc(Cl)cc2)nc2ccccc2c1=O)NCc1ccco1
23. O=C(CSC1=N/C(=C/c2ccco2)C(=O)N1c1ccc(OC(F)F)cc1)NC1CCS(=O)(=O)C1 (stereo unspecified)
24. N#Cc1cccc(C(c2nnnn2CCc2ccccc2)N2CCN(C3CCCCC3)CC2)c1 (stereo unspecified)
assay / entry	17	18	19	20	21	22	23	24
KinaseGlo FLuc	-1.6%	-3.4%	0.1%	0.0%	-4.2%	-1.2%	2.7%	nt
SMN2 splice up	14.1µM*	-7.7%	-14.2%	-9.4%	-4.8%	-19.6%	5.8%	nt
RECQ1 inh	-4.0%	-10.1%	i	-15.5%	-13.5%	-12.2%	-11.8%	-2.6%
ALDH1A1 inh	?	?	?	-10.9%	6.1%	?	?	5.9%
Tau ThT inhib	-10.8%	?	-11.5%	-3.5%	?	8.3%	28.2µM*	2.6%
Lamin A splicing	?	2.1%	?	7.5%	16.5%	4.2%	?	-1.4%
L3MBTL1 inh	-9.1%	?	-11.0%	6.3%	nt	1.2%	-1.5%	2.7%
JMJD2E inh	?	-7.3%	?	9.8%	3.4%	-6.1%	0.2%	3.9%

25. CCN(CC)c1ccc(/C=N/NC(=O)C(O)(c2ccccc2)c2ccccc2)o1
26. COc1ccccc1C1(O)CC2CCC(C1)N2S(=O)(=O)c1ccc(C(C)=O)cc1 (stereo unspecified)
27. Cc1sc2nc(C(C)C)nc(SCC(=O)N3c4ccccc4CC3C)c2c1C (stereo unspecified)
28. CC1(CCc2ccccc2)NC(=O)N(Cc2cc([N+](=O)[O-])cc3c2OCOC3)C1=O (stereo unspecified)
29. c1ccc(-c2csc(Nc3cccnc3)n2)cc1
30. COc1cc(/C=N/Nc2ccc(C(=O)O)cc2)ccc1O
31. CC(C)C(=O)Nc1ccc(C(=O)N/N=C/c2cc(Br)cc(Br)c2O)cc1
32. CC(C)NC(=O)CSc1nnc(C2CC2)n1-c1ccccc1
assay / entry	25	26	27	28	29	30	31	32
KinaseGlo FLuc	-0.3%	13.5%	2.1%	1.1%	-1.8%	-16.6%	1.2%	-1.5%
SMN2 splice up	-8.1%	-4.1%	-5.3%[1.84 µM]	4.6%	nt	?	nt	-10.1%
RECQ1 inh	-1.4%	i	-0.6%	-1.9%	2.1%	i	i	9.7%
ALDH1A1 inh	-15.4%	?	-0.8%	-4.4%	-2.3%	-3.2%	10.4%	0.5%
Tau ThT inhib	?	-8.9%	?	-8.9%	?	?	-14.4%	-0.6%
Lamin A splicing	?	8.7%	?	-8.1%[46 µM]	5.6%[46 µM]	?	?	?
L3MBTL1 inh	-3.9%	-0.7%	-1.3%	-2.9%	-19.6%	nt	-6.3%	2.9%
JMJD2E inh	-15.9%	4.6%	10.3%	13.5%	-2.4%	?	?	-6.6%

33. Cc1cc(C(=O)COC(=O)c2csc3c2CCCC3)c(C)n1C
34. FC(F)Oc1ccc(NC(=S)NCc2cccnc2)cc1
35. COc1ccc(C(C(=O)NC2CCCCC2)N(C(=O)c2sc(C)nc2C)c2ccccc2)cc1 (stereo unspecified)
36. Cc1ccc2c(n1)CC(C)(C)CC2=O
37. O=S(=O)(NCC(Nc1ccccc1)c1ccccc1)c1ccc(Cl)cc1 (stereo unspecified)
38. Cc1ccc(-c2cc(C(F)F)nc(NCc3cccs3)n2)cc1
39. COc1ccc(S(=O)(=O)CCC(=O)N2CCN(c3ccccc3F)CC2)cc1
40. NC(=O)N/N=C/c1cc(Br)ccc1OC(=O)c1ccccc1
assay / entry	33	34	35	36	37	38	39	40
KinaseGlo FLuc	-1.2%	7.4%	2.0%	1.7%	1.4%	3.7%	nt	1.6%
SMN2 splice up	-20.3%	24.9%	-7.8%	9.4%	-21.0%	-20.2%	nt	7.7%
RECQ1 inh	i	-5.8%	-1.7%	-0.6%	-0.1%	1.3%	i	-5.6%
ALDH1A1 inh	3.7%	-0.2%	1.7%	-4.1%	-0.7%	?	-7.0%	-0.3%
Tau ThT inhib	-7.7%	-5.4%	-2.1%	-9.4%	12.5%	1.1%	?	-14.6%
Lamin A splicing	1.6%	?	-14.6%	15.1%	?	?	nt	-20.1%
L3MBTL1 inh	3.0%	2.8%	-2.8%	-6.0%	-9.1%	13.0%	nt	1.7%
JMJD2E inh	10.1%	-2.1%	1.2%	4.3%	0.9%	?	4.7%	-1.5%

Some of these compounds in order of number of heavy atoms, descending.
23. O=C(CSC1=N/C(=C/c2ccco2)C(=O)N1c1ccc(OC(F)F)cc1)NC1CCS(=O)(=O)C1 (stereo unspecified)
31. CC(C)C(=O)Nc1ccc(C(=O)N/N=C/c2cc(Br)cc(Br)c2O)cc1
29. c1ccc(-c2csc(Nc3cccnc3)n2)cc1
assay / entry	23	31	29
KinaseGlo FLuc	2.7%	1.2%	-1.8%
SMN2 splice up	5.8%	nt	nt
RECQ1 inh	-11.8%	i	2.1%
ALDH1A1 inh	?	10.4%	-2.3%
Tau ThT inhib	28.2µM*	-14.4%	?
Lamin A splicing	?	?	5.6%[46 µM]
L3MBTL1 inh	-1.5%	-6.3%	-19.6%
JMJD2E inh	0.2%	?	-2.4%

Next part
41. C[C@H](N)c1nnc(SCC(=O)c2ccc(Cl)cc2)o1
42. CCc1ccc(OC(C)c2nnc(SCC(=O)Nc3ncccc3C)n2C)cc1 (stereo unspecified)
43. O=C(Cn1nnc(-c2cccc(C(F)(F)F)c2)n1)N1CCCCCC1
44. Cc1nn(Cc2ccccc2)c(C)c1NC(=O)c1cc2nc(-c3ccco3)cc(C(F)(F)F)n2n1
45. CCn1c(=N)c(S(=O)(=O)c2ccc(F)cc2)cc2c(=O)n3ccccc3nc21
46. Cc1ccc(C(C)C)cc1C(=O)CC1(O)C(=O)N(C)c2ccccc21 (stereo unspecified)
assay / entry	41	42	43	44	45	46
KinaseGlo FLuc	-2.7%	-0.5%	17.3%	-0.7%	-3.2%	12.4%
SMN2 splice up	9.8%	-7.3%	-5.2%	-10.1%	-3.1%	-5.2%
RECQ1 inh	-8.3%	1.5%	-10.4%	i	-5.9%	-14.7%
ALDH1A1 inh	20µM*	4.5%	-0.4%	?	?	-4.4%
Tau ThT inhib	-4.8%	-13.7%	-7.7%	?	?	-2.4%
Lamin A splicing	-9.2%	?	10.3%	-4.4%	?	?
L3MBTL1 inh	nt	-5.4%	nt	nt	7.9%	-4.8%
JMJD2E inh	-1.6%	4.6%	2.9%	?	?	4.9%
